Screening data deposited in PubChem by Sanford-Burnham Center for Chemical Genomics.
A3A deaminase – blocks human APOBEC3A ssDNA deamination | actives 0.41% (n = 330,000) | P31941 | recombinant A3A, FAM/TAMRA ssDNA deamination fluorescence | inhibition, % at 20 µM | AID 493011;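 active = at least 40% inhibition at 20 µM here, with at most 30% in a related deaminase screen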;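 note: plate controls were A3A with DMSO for no effect and wells lacking A3A enzyme for full effect; some results filed as inactive read as strong as hits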
Target sequence (P31941 whole entry, looked up): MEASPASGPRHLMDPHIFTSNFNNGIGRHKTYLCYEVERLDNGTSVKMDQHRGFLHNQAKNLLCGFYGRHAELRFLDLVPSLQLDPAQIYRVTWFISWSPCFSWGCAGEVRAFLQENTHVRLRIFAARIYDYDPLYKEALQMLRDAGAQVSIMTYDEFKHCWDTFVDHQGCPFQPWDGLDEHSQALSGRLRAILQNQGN
mIAP block – blocks mouse intestinal alkaline phosphatase; purified mouse IAP, CDP-Star luminescence, 30 min; inhibition, % at 10 µM; actives 0.2% (n = 330,000);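 active = inhibition of at least 40% at 10 µM in the primary screen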;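 note: plate controls were DMSO with enzyme for no effect and no enzyme wells for full effect; values of inactives mirror those of a sister screen read the other way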
hIAP act – human IAP activation; purified human IAP, CDP-Star luminescence, 30 min; stronger effect = higher value; 1 = vehicle-only enzyme, 0 = enzyme-free background; activation factor at 10 µM; actives 0.16% (n = 330,000);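 active = activation factor of the enzyme at least 2-fold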; note: the source names both 10 and 20 µM as test concentration; values of inactives mirror those of a sister screen read the other way
Target sequence (P09923 whole entry, looked up): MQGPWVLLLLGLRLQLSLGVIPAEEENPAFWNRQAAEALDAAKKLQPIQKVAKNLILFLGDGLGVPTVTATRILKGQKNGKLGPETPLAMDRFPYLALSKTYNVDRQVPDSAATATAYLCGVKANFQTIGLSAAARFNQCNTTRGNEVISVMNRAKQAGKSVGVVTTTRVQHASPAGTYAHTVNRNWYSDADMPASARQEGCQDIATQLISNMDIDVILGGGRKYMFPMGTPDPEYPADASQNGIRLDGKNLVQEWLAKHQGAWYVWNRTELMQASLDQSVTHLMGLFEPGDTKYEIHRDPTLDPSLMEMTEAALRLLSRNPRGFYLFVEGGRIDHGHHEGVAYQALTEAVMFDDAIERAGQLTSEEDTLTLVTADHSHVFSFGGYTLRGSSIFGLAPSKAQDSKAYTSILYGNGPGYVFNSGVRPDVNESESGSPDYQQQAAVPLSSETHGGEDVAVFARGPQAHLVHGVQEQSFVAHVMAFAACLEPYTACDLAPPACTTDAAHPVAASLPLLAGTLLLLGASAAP
hIAP inh – human IAP inhibition; inhibition, % at 10 µM; AID 2544; purified IAP, CDP-Star luminescence, 30 min; actives 0.12% (n = 330,000);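 active = inhibition reaching a set limit with compound at 10 µM in the primary screen, cut at about 35% in these data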;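 note: plate controls were DMSO wells with enzyme for no effect and no-enzyme buffer wells for full effect; values of inactives mirror those of a sister screen read the other way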
MPTP block – permeability transition pore inhibition; isolated mouse mitochondria, Ca2+ swelling absorbance, 30 min; inhibition, % at 10 µM; AID 602449; actives 1.4% (n = 360,000);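 active = inhibition of 50% or more, scaled per plate between neutral and stimulator controls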;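 note: 0% = DMSO wells given calcium and 100% = 1 mM EGTA wells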
beta cell repl – inducers of beta-cell replication in MIN6 cells; MIN6 cells proliferation, ATPlite luminescence, 48 h; cells starved in 0.2% serum; 100% = growth in 10% serum; proliferation, % at 10 µM; actives 0.29% (n = 330,000); AID 2380;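 active = compounds whose signal lies at least 3.5 SD above the mean of all wells on their plate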;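 note: 0% = DMSO-treated cells in low-serum medium and 100% = 10% serum control; some compounds called inactive have numbers as strong as hits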
A3G deaminase – inhibitors of human APOBEC3G DNA deaminase; Q9HC16; recombinant A3G, ssDNA deamination FAM/TAMRA fluorescence; inhibition, % at 20 µM; actives 0.28% (n = 330,000); AID 493012;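 active = inhibition of at least 40% at 20 µM, with no more than 30% in the related APOBEC3A deaminase screen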;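 note: plate controls were DMSO wells with A3G for no effect and wells lacking A3G enzyme for full effect; some compounds called inactive have numbers as strong as hits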
mIAP act – mouse IAP activation; muIAP, CDP-Star luminescence, 30 min; stronger effect = higher value; 1 = vehicle-only enzyme signal, 0 = enzyme-free wells; activation factor at 10 µM; actives 0.24% (n = 330,000); AID 2805;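 active = activation factor of at least 2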; note: the source names both 10 and 20 µM as test concentration; values of inactives mirror those of a sister screen read the other way
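also added = chemiluminescent substrate CDP-Star | test system = mouse IAP enzyme | signal = chemiluminescence readout | compound = DMSO-dissolved test compounds | incubation = 30 min at room temperature | benchmarks = DMSO wells, no-enzyme wells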
ATG4B inh – blocks human ATG4B protease cleavage of LC3 substrate; ATG4B cleavage of LC3-PLA2, NBD-HPC fluorescence, 1 h; actives 0.51% (n = 340,000); Q9Y4P1; inhibition, % at 8.33 µM; in the data active = inhibition above about 40%
* = called active by the depositor.

Letter code – A = A3A deaminase; B = mIAP block; C = hIAP act; D = hIAP inh; E = MPTP block; F = beta cell repl; G = A3G deaminase; H = mIAP act; I = ATG4B inh
CC(C)c1ccc(NS(=O)(=O)c2ccc3c(c2)oc(=O)n3C)cc1
  A = -4	B = -6	C = 1	D = -1	E = 1.9	F = -3	G = -5	H = 1.1	I = -1
CC(=O)c1c(C)[nH]c(C(=O)CN(C)CC(=O)Nc2ccccc2Cl)c1C
  A = 0	B = -1	C = 1.2	D = -19	E = 1.2	F = -2	G = -6	H = 1	I = -11
CCOC(=O)CNc1nc(C(C)(C)C)nc2c1nnn2Cc1ccccc1Cl
  A = -2	B = 3	C = 0.97	D = 3	E = 3.9	F = -5	G = -7	H = 0.97	I = 2
CCc1ccc([C@H]2C(C(=O)O)=C[C@@H](C(C)(C)C)N2S(=O)(=O)c2ccc(C)cc2)cc1
  A = -1	B = 0	C = 1.1	D = -7	E = -0.4	F = -1	G = -3	H = 0.99	I = -7
Cc1ccc(S(=O)(=O)NCC(=O)N2CCN(c3ccccc3F)CC2)cc1
  A = 1	B = -9	C = 0.99	D = 1	E = -4.9	F = -3	G = -4	H = 1.1	I = 0
O=C(NCc1ccc(F)cc1)C(c1cccs1)N(C(=O)c1csnn1)C1CC1 (stereo not drawn)
  A = -2	B = -5	C = 1	D = -3	E = 0.0	F = 0	G = -5	H = 1.1	I = 3
CC[C@H](C)[C@H](NC(=O)c1ccccc1)C(=O)NC(CC(=O)O)c1ccc(F)cc1 (stereo partly drawn)
  A = -4	B = 8	C = 1	D = -2	E = -0.2	F = -2	G = -9	H = 0.92	I = -3
COc1cccc(OC)c1C(=O)NC(=S)Nc1ccc2c(c1)OCCO2
  A = -3	B = 3	C = 1.1	D = -13	E = 0.5	F = 1	G = -7	H = 0.97	I = -5
Cc1ccc(NC(=O)CN2C(=O)NC(C)(CCc3ccccc3)C2=O)cc1 (stereo not drawn)
  A = -3	B = -15	C = 1.1	D = -7	E = -1.4	F = -4	G = -5	H = 1.1	I = 0
O=C(Nc1cccc(-c2ccc(N3CCOCC3)nn2)c1)c1ccccc1Cl
  A = 31	B = 2	C = 0.85	D = 15	E = -1.6	F = -4	G = -10	H = 0.98	I = 1
O=C(Nc1ccccc1C(=O)N1CCCCC1)NC1CCCCC1
  A = -3	B = -12	C = 1.1	D = -5	E = -1.8	F = 0	G = -8	H = 1.1	I = -3
CCCCN(C(C)=O)C1CC(=O)N(c2ccc(OCCC)cc2)C1=O (stereo not drawn)
  A = 1	B = 12	C = 1.2	D = -23	E = 2.2	F = 0	G = 12	H = 0.88	I = -1
Cc1ccc(C)n1-c1cccc(NC(=O)c2ccccc2)c1
  A = 4	B = 11	C = 0.98	D = 2	E = 0.9	F = 0	G = 0	H = 0.89	I = 2
CC1CC(C)CN(C(=O)C2CCC(CNc3c(N4CCCCC4)c(=O)c3=O)CC2)C1 (stereo not drawn)
  A = 1	B = 6	C = 1.1	D = -14	E = 1.6	F = 1	G = -1	H = 0.94	I = -9
COC(=O)C(C(=O)Nc1ccccc1C)C1CCCC1 (stereo not drawn)
  A = -3	B = -5	C = 1.2	D = -16	E = 0.8	F = -3	G = -3	H = 1	I = -10
CC(C)(C)OC(=O)[C@H](Cc1ccccc1)NC(=O)c1[nH]cnc1C(=O)N[C@@H](Cc1ccccc1)C(=O)OCc1ccccc1
  A = 2	B = -15	C = 1.2	D = -22	E = 0.7	F = -9	G = -10	H = 1.1	I = -22
O=C(COC(=O)/C=C/c1c(F)cccc1Cl)NCC1CCCO1 (stereo not drawn)
  A = -6	B = -2	C = 1.1	D = -13	E = 1.4	F = -1	G = -7	H = 1	I = 4
CSc1ccccc1C(=O)NC1CCSc2ccccc21 (stereo not drawn)
  A = 0	B = 7	C = 0.82	D = 18	E = -2.8	F = 0	G = -9	H = 0.93	I = 4
Cc1ccc(C)c(N2CCN(S(=O)(=O)c3ccc4c(c3)OCCO4)CC2)c1
  A = -2	B = 0	C = 1	D = -3	E = 48	F = 2	G = -1	H = 1	I = 8
CC1(C)Cc2c(C#N)c(SCCC#N)nc(N3CCOCC3)c2CO1
  A = -1	B = 4	C = 1.1	D = -10	E = 1.4	F = -1	G = -3	H = 0.95	I = -3

(continued)
Second line of a record – A3A deaminase, mIAP block, hIAP act, hIAP inh, MPTP block, beta cell repl, A3G deaminase, mIAP act, ATG4B inh
CC(=O)Nc1ccc(-c2nnc(SCC(=O)NCc3ccco3)n2C)cc1
 : 16, 2, 1, -2, 1.1, -4, 1, 0.98, -8
CC(C)NC(=O)c1cc(-c2ccco2)on1
 : 3, 1, 0.84, 16, 1.5, -2, 3, 0.99, 16
Cc1ccc(CNS(=O)(=O)c2ccc3c(c2)C(C)(C)C(=O)N3C)cc1
 : 1, -3, 1.2, -24, -0.4, -3, -11, 1, -14
O=C(COC(=O)c1oc2ccccc2c1COc1ccccc1)NCCN1C(=O)CSC1=O
 : -4, 12, 0.96, 4, -2.0, 0, -8, 0.89, -20
CCOC(=O)CN(C(=O)CSc1nnc(CNc2ccc(C)cc2C)o1)c1ccccc1
 : -3, 6, 0.92, 8, 2.6, -3, -2, 0.94, -7
CCC1CCCCN1CCCNC(=O)C1CCN(c2nnc(-n3cccc3)s2)CC1 (stereo not drawn)
 : -5, 2, 1.1, -7, -1.9, 4, -7, 0.98, 3
CCN(CC)S(=O)(=O)c1ccc(C(=O)Oc2ccc3c(c2)OCO3)cc1
 : 2, 14, 1.1, -10, 1.3, -3, 1, 0.86, -4
O=C(O)c1ccccc1C(=O)NC1=NN(c2ccccc2)CC1
 : -6, 3, 0.99, 1, 1.4, -1, -10, 0.97, -6
CCOC(=O)c1ccc(NC(=O)CN2C(=O)CCC2=O)cc1
 : -3, 6, 1.1, -7, -2.3, -2, -6, 0.94, -2
Cc1nn(Cc2ccc(Cl)cc2)c2sc(C(=O)O)cc12
 : -4, 7, 1.1, -6, -2.1, -3, -9, 0.93, -5
C/C(=N/NC(=O)Cc1c(C)[nH][nH]c1=O)c1ccc(O)cc1
 : -6, -3, 0.96, 4, 1.0, 0, -9, 1, 3
COc1ccc(N(Cc2cc3ccccc3[nH]c2=O)S(C)(=O)=O)cc1
 : 4, -4, 0.99, 1, -12, 1, 2, 1, 6
COc1cc2c(C(=O)N3CCN(c4ccccc4F)CC3)cn(C)c(=O)c2cc1OC
 : 2, -1, 0.89, 12, 0.3, 1, -4, 1, -9
COc1ccc(CNC(=O)CSc2ccc(Br)cc2)cc1OC
 : -2, -14, 1.1, -9, -1.8, -1, -5, 1.1, -2
N#Cc1cccc(NC(=O)CNc2cccc(S(=O)(=O)N3CCCC3)c2)c1
 : -1, 4, 1, 0, 0.5, 0, -4, 0.95, -10
CCOCCCNc1ccc(N2C(=O)CCCC2=O)cc1[N+](=O)[O-]
 : -1, 2, 0.84, 16, -1.0, 1, -5, 0.98, 3
O=C(NC1CCCCCC1)c1nc2ncccn2n1
 : -2, -1, 1.1, -13, -5.5, -1, -3, 1, -3
CC1=C(C(=O)Nc2ccccc2)C(c2ccc3c(c2)OCO3)C2=C(CCCC2=O)N1 (stereo not drawn)
 : 0, -1, 1.1, -6, -1.3, -1, -1, 1, -7
CC(C)CC(=O)N1CC(=O)Nc2ccc(F)cc2C1c1ccccc1 (stereo not drawn)
 : -3, -4, 1, -2, 0.7, 0, -6, 1, 4
CCOC(=O)C1CCN(c2cc(C)nc3ccc(OC)cc23)CC1
 : 4, 6, 0.92, 8, 1.2, -1, -13, 0.94, 2
CCOC(=O)COc1cccc2c(=O)n(CC(=O)NCCc3ccccc3)ccc12
 : 2, -13, 1.1, -6, -0.1, 2, 1, 1.1, -23
CCCCn1c(N)c(N(CC(C)C)C(=O)c2ccc(N(C)S(=O)(=O)c3ccc(C)cc3)cc2)c(=O)[nH]c1=O
 : -1, 0, 1.1, -8, -0.1, -2, -5, 1, -10
O=C(CSc1nnc2scc(-c3ccc(Cl)cc3)n12)NCc1ccco1
 : 0, 4, 0.92, 8, -0.3, 4, -4, 0.96, 15
CC(C)Cc1nnc(NS(=O)(=O)Cc2ccccc2)s1
 : -8, 8, 0.97, 3, 2.5, -4, -8, 0.92, 12
CCc1ccccc1NC(=O)CCC(=O)N1CCSc2ccccc21
 : -3, -3, 0.96, 4, -1.4, 0, -8, 1, 7
C=C1CCC2[C@](C)(CO)[C@H](O)CC[C@@]2(C)[C@@H]1C/C=C1\C(=O)OC[C@H]1O (stereo partly drawn)
 : -6, 14, 0.94, 6, -1.0, -4, -10, 0.86, -10
O=C(c1sc2ccccc2c1Cl)N(Cc1ccccc1)C1CCS(=O)(=O)C1 (stereo not drawn)
 : 4, 7, 0.97, 2, 2.6, 3, 1, 0.93, -15
CN(Cc1ccccc1)S(=O)(=O)c1ccc(N2CCCC2=O)cc1
 : -4, -12, 0.84, 16, 0.1, 1, -8, 1.1, 1
O=C1c2ccccc2NC(c2ccc(O)cc2)N1Cc1ccco1 (stereo not drawn)
 : -1, -6, 0.92, 8, 0.6, -3, 8, 1.1, -1
CC(=O)NNc1ncnc2c1cnn2-c1ccc(C)c(C)c1
 : 4, 14, 2.5*, -148, -3.5, -1, -5, 0.85, -8
O=C(Cn1c(C(F)(F)F)nc2ccccc21)c1ccc(Cl)cc1
 : 6, 18, 0.95, 5, 1.0, -2, -1, 0.82, -2
O=C(O)c1ccccc1N=Nc1ccc(O)cc1
 : -2, 13, 0.74, 26, -1.2, 1, -3, 0.87, 2

Arranged by length of the SMILES (largest number first): some entries from above.
Second line of a record – A3A deaminase, mIAP block, hIAP act, hIAP inh, MPTP block, beta cell repl, A3G deaminase, mIAP act, ATG4B inh
CCCCn1c(N)c(N(CC(C)C)C(=O)c2ccc(N(C)S(=O)(=O)c3ccc(C)cc3)cc2)c(=O)[nH]c1=O
 : -1, 0, 1.1, -8, -0.1, -2, -5, 1, -10
C=C1CCC2[C@](C)(CO)[C@H](O)CC[C@@]2(C)[C@@H]1C/C=C1\C(=O)OC[C@H]1O (stereo partly drawn)
 : -6, 14, 0.94, 6, -1.0, -4, -10, 0.86, -10
Cc1ccc(CNS(=O)(=O)c2ccc3c(c2)C(C)(C)C(=O)N3C)cc1
 : 1, -3, 1.2, -24, -0.4, -3, -11, 1, -14
CCN(CC)S(=O)(=O)c1ccc(C(=O)Oc2ccc3c(c2)OCO3)cc1
 : 2, 14, 1.1, -10, 1.3, -3, 1, 0.86, -4
COc1ccc(N(Cc2cc3ccccc3[nH]c2=O)S(C)(=O)=O)cc1
 : 4, -4, 0.99, 1, -12, 1, 2, 1, 6
CC(=O)Nc1ccc(-c2nnc(SCC(=O)NCc3ccco3)n2C)cc1
 : 16, 2, 1, -2, 1.1, -4, 1, 0.98, -8
CCOCCCNc1ccc(N2C(=O)CCCC2=O)cc1[N+](=O)[O-]
 : -1, 2, 0.84, 16, -1.0, 1, -5, 0.98, 3
CC(C)CC(=O)N1CC(=O)Nc2ccc(F)cc2C1c1ccccc1 (stereo not drawn)
 : -3, -4, 1, -2, 0.7, 0, -6, 1, 4
CCOC(=O)C1CCN(c2cc(C)nc3ccc(OC)cc23)CC1
 : 4, 6, 0.92, 8, 1.2, -1, -13, 0.94, 2
O=C(O)c1ccccc1C(=O)NC1=NN(c2ccccc2)CC1
 : -6, 3, 0.99, 1, 1.4, -1, -10, 0.97, -6
Cc1nn(Cc2ccc(Cl)cc2)c2sc(C(=O)O)cc12
 : -4, 7, 1.1, -6, -2.1, -3, -9, 0.93, -5
CC(C)NC(=O)c1cc(-c2ccco2)on1
 : 3, 1, 0.84, 16, 1.5, -2, 3, 0.99, 16
